NadD block: NadD (S. aureus) enzyme inhibition; purified NadD enzyme, colorimetric absorbance read-out; inhibition, % at 20 µM; 360,000 compounds, 0.78% hits; in the data active = inhibition above about 26%; also: some compounds past the cut are filed as inactive
TbMetRS inhib: Trypanosoma brucei MetRS inhibition | purified T. brucei MetRS, ATP depletion, Kinase-Glo luminescence | inhibition, % at 11.9 µM | 360,000 compounds, 0.4% hits | AID 624268;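 active = inhibition above a per-plate cutoff of the control wells' mean inhibition plus 3 SD, cut at about 5.5% in these data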;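 also: 0% = DMSO wells median and 100% = median of wells with control inhibitor compound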
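Dosing: 11.9 µM compound single dose, 0.9% DMSO; Assay system: purified T. brucei MetRS enzyme; Measured by: Kinase-Glo luciferase luminescence reporting remaining unconsumed ATP; Schedule: 15 min plus 2 h at 25 °C.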
Scp-1 inhibitor: blocks human Scp-1 phosphatase activity; inhibition, % at 20 µM; Recombinant Scp1, phosphopeptide, malachite green phosphate absorbance; 340,000 compounds, 0.88% hits; Q9GZU7;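 active = inhibition above about 50% at 20 µM, limit read from the data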;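 also: plate controls were DMSO wells with enzyme for no effect and wells lacking enzyme for full effect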
Target sequence (Q9GZU7 76-261 limits assumed): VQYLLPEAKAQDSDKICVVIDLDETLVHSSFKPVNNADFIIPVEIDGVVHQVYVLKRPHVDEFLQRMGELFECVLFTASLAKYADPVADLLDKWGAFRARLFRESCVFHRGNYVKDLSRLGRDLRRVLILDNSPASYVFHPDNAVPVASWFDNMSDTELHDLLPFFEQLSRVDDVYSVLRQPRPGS
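Assay system: SCP-1 catalytic fragment, aa 76-261 | Buffer or medium: Tris acetate buffer pH 5.5 with MgCl2 and Tween-20 | Compound: One concentration, 20 µM, with 1.0% DMSO | Also added: Phospho 17-mer peptide substrate | Signal: Absorbance at 630 nm | Incubation: 45 min enzyme reaction at room temperature | Measure: % inhibition of SCP-1 phosphate liberation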
CSN inh: inhibitors of human CSN-mediated cullin deneddylation | Q92905 | Purified CSN, SCF-Nedd8-OG deneddylation, fluorescence polarization | inhibition, % at 12.5 µM | 360,000 compounds, 0.38% hits | AID 651999;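 active = pattern-corrected inhibition above about 35%, with an unprinted fluorescence ratio check between 0.5 and 1.5, limit read from the data, passing the limit was not always enough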;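 also: 0% = enzyme with substrate and 100% = substrate without enzyme; some results filed as inactive read as strong as hits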
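Detection – fluorescence polarization · System – HEK293T-derived human Csn5 enzyme · Controls – substrate-only high control, full reaction low control · Timing – 90 min, room temperature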
SUMO1-SIM PPI: alters human SUMO1 binding to SIM partners | P63165 | SUMO1 binding to a labelled peptide, TR-FRET, 1 h | inhibition, % at 20 µM | 360,000 compounds, 0.33% hits; in the data active = inhibition above about 37%
Target sequence (P63165 whole entry, looked up): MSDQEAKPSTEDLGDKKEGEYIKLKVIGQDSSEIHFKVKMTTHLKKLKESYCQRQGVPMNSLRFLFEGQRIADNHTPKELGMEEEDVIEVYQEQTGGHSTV
DNMT1 block: DNMT1 (human) enzyme inhibition | P26358 | 360,000 compounds, 0.83% hits | DNMT1 molecular beacon, Hinp1I cleavage, fluorescence | inhibition (reported as % activation of signal), % at 10 µM; in the data active = inhibition above about 50%
STEP inh: blocks human striatal-enriched tyrosine phosphatase | recombinant STEP, OMFP fluorogenic substrate, fluorescence | inhibition, % at 20 µM | 360,000 compounds, 0.25% hits | AID 588621;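 active = inhibition at 20 µM, scaled per plate between control wells, above about 37%, limit read from the data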;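 also: 0% = DMSO with enzyme and substrate and 100% = substrate only without enzyme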
Target sequence (P54829 whole entry, looked up): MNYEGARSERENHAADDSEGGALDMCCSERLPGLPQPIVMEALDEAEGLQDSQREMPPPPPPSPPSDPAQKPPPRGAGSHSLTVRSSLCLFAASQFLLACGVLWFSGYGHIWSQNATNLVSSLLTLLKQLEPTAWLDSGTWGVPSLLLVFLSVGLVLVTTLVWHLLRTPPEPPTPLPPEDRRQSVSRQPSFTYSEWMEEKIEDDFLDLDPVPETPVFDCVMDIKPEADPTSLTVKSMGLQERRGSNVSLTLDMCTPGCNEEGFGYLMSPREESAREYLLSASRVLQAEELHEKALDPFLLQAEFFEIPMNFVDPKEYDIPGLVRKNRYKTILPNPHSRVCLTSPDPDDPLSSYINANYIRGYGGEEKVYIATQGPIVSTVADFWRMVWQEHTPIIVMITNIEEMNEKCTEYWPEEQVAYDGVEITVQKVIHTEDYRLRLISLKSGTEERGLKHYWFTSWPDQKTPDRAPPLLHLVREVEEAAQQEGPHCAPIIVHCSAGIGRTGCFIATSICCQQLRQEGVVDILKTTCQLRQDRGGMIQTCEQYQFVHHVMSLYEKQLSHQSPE
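System: STEP (striatal-enriched tyrosine phosphatase) enzyme, cell-free; medium: Bis-Tris pH 6.0 buffer with DTT, detergent; dosing: 20 µM, 1% DMSO; times: reaction 20 min, ambient temperature; detection: fluorescence, 480/540 nm; read-out basis: normalized % inhibition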
LMPTP inh: LMPTP (human) inhibition; P24666; recombinant LMPTP-A, OMFP fluorogenic substrate, fluorescence intensity; inhibition, % at 20 µM; 360,000 compounds, 0.22% hits; AID 651560;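 active = compounds that cut the enzyme signal by at least half of the control window in the single-dose screen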;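 also: plate controls were DMSO wells with enzyme plus substrate for no effect and substrate without enzyme for full effect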
Target sequence (P24666 whole entry, looked up): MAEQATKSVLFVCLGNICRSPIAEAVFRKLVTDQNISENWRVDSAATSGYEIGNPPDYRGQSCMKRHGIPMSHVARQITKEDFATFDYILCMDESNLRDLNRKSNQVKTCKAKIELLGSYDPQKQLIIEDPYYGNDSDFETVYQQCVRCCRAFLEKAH
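material = LMPTP-A | quantity = 0.625 nM enzyme | reagent = OMFP substrate, 400 µM final | buffer or medium = Bis-Tris pH 6.0, DTT, detergent | detection = endpoint fluorescence intensity from OMFP dephosphorylation | dosing = single 20 µM dose | read-out basis = % inhibition relative to no-enzyme and uninhibited control wells | control set = no-enzyme and uninhibited controls | timing = 50 min at room temperature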
Rpn11 inh: inhibitors of human proteasome Rpn11; 360,000 compounds, 0.59% hits; calls only at 20 µM; O00487; human 26S proteasome, Ub4-pepOG fluorescence polarization; 20S core pre-blocked with epoxomicin; AID 588493;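 active = inhibition at 20 µM, scaled to each plate's controls, above about 33%, limit read from the data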
MLLE-PAM2 inh: inhibitors of microRNA-mediated deadenylation, human PABP1 MLLE binding | AID 588489 | 360,000 compounds, 0.36% hits | inhibition, % at 20 µM | GST-MLLE / FITC-PAM2 fluorescence polarization | P11940; in the data active = inhibition above about 35%, passing the limit was not always enough;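 also: plate controls were DMSO wells with GST-MLLE for no effect and wells lacking GST-MLLE protein for full effect; some results filed as inactive read as strong as hits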
* = called active by the depositor; i = inactive; . = not tested or not shown. Random draw from the library; about 3.6% have a hit in one of these screens.

SMILES	NadD block	TbMetRS inhib	Scp-1 inhibitor	CSN inh	SUMO1-SIM PPI	DNMT1 block	STEP inh	LMPTP inh	Rpn11 inh	MLLE-PAM2 inh
CSc1nc2ccc(Nc3nc(N4CCOCC4)nc(N4CCOCC4)n3)cc2s1	-2	0.2	-3	2	-2	-14	0	3.7	i	-64
CN1CCN(C(=O)c2cc([N+](=O)[O-])cc([N+](=O)[O-])c2)CC1	-3	-0.8	1	2	-31	3	-6	0.1	i	-9
O=C(CC(=O)c1ccccc1)Nc1cccnc1Cl	0	0.1	-4	3	9	-2	-1	-0.7	i	8
Clc1cccc(Cl)c1CN1CCN(c2ncccn2)CC1	1	-0.1	-9	7	0	3	-1	0.0	i	-1
CC1CCCCN1C(=S)NC(=O)c1ccccc1 (stereo not drawn)	2	0.1	-4	5	6	3	7	1.8	i	27
COCC(=O)Nc1ccc(F)cc1	4	-0.2	4	-7	-3	3	2	-0.2	i	-1
CCn1c(=O)cc(OCC(=O)Nc2ccc(OC)c(OC)c2)c2ccccc21	0	-0.1	3	7	1	-3	2	-1.4	i	-11
COc1ccc(C(=O)Nc2ccc(-c3cn4ccsc4n3)cc2)cc1S(=O)(=O)N1CCOCC1	-8	-0.5	-5	-2	2	-2	0	0.5	i	-6
O=C(CSc1nccn(-c2ccc(F)c(F)c2)c1=O)NC1CCCC1	-1	-0.2	-4	0	-23	-1	0	-0.4	i	19
COC(=O)C1=C(C)N(C)C(=O)NC1c1c(O)ccc2ccccc12 (stereo not drawn)	-5	1.7	-4	4	4	0	0	0.0	i	-5

The final 2 compounds of the part above come first, to join the parts:
SMILES	NadD block	TbMetRS inhib	Scp-1 inhibitor	CSN inh	SUMO1-SIM PPI	DNMT1 block	STEP inh	LMPTP inh	Rpn11 inh	MLLE-PAM2 inh
O=C(CSc1nccn(-c2ccc(F)c(F)c2)c1=O)NC1CCCC1	-1	-0.2	-4	0	-23	-1	0	-0.4	i	19
COC(=O)C1=C(C)N(C)C(=O)NC1c1c(O)ccc2ccccc12 (stereo not drawn)	-5	1.7	-4	4	4	0	0	0.0	i	-5
CCOCCn1c(CN2CCN(C)CC2)nc2c1c(=O)n(C)c(=O)n2C	-3	-0.4	13	-2	-2	0	-2	-2.7	i	-14
COc1ccc(C(CNC(=O)COc2ccccc2C)N2CCOCC2)cc1 (stereo not drawn)	-2	-0.1	-8	-2	-3	-2	-1	-0.2	i	4
CCCCCN=CC1=C(O)CC(c2ccccc2)CC1=O (stereo not drawn)	-3	0.3	-3	-10	-1	1	-2	-0.4	i	4
CCCCCCSc1nsc(NC(C)=O)n1	-7	-0.8	-13	2	3	-3	-6	-0.1	i	7
c1ccc(CCNCCOc2ccccc2)cc1	-6	-0.2	-14	1	1	1	-3	-4.8	i	0
CCC1=CC(c2ccccc2)n2ncnc2N1 (stereo not drawn)	-7	-0.3	-3	-3	-8	9	-2	-1.7	i	-1
COc1cc2c(cc1O)C(Cc1ccc(O)cc1)NCC2 (stereo not drawn)	-8	-0.2	-3	-6	-5	2	1	0.8	i	-5
CCCNC(=O)CSc1n[nH]c(=O)n1CCc1ccccc1	-6	2.6	-10	-2	6	1	2	0.5	i	-4
O=C(c1ccccc1)n1c(=O)cc[nH]c1=O	1	-0.4	0	0	-7	6	-3	-1.5	i	0
NC(=O)C1CCN(C(=O)C2CCN(S(=O)(=O)c3ccccc3)CC2)CC1	-4	-0.4	-7	-4	1	81*	0	-2.8	i	22

A few values from the list:
In TbMetRS inhib, O=C(c1ccccc1)n1c(=O)cc[nH]c1=O has the entry -0.4
In DNMT1 block, CCCCCCSc1nsc(NC(C)=O)n1 has the entry -3
In TbMetRS inhib, COc1ccc(C(CNC(=O)COc2ccccc2C)N2CCOCC2)cc1 (stereo not drawn) has the entry -0.1

Carrying on:
SMILES	NadD block	TbMetRS inhib	Scp-1 inhibitor	CSN inh	SUMO1-SIM PPI	DNMT1 block	STEP inh	LMPTP inh	Rpn11 inh	MLLE-PAM2 inh
COc1ccc(/C=C/C(=O)Nc2ccccc2C(F)(F)F)cc1OC	0	-0.8	-2	-2	2	12	-2	0.8	i	11
O=C(COc1ccc(Cl)cc1Cl)NC(=S)Nc1ccc(CN2CCOCC2)cc1	-3	-0.4	-7	2	-5	-5	1	1.4	i	14
COc1ccc2c(c1OC)C(=O)N(c1ccc(OCc3ccccc3)cc1)C2=O	-9	-1.1	-7	7	-6	2	-2	-1.8	i	15
CC(=O)c1ccc(NC(=O)c2cnn3c(C(F)F)cc(C4CC4)nc23)cc1	-12	-0.8	-1	-1	-3	-9	2	-2.5	i	2
COC(=O)C1=C(C)N(C)C(C)=C(C(=O)OC)C1c1ccccc1C	5	-0.7	0	-3	1	-1	-1	0.7	i	-2
CCOc1ccc(C(=O)N2CCC3(CC2)NCCc2[nH]cnc23)cc1OCC	-1	-0.4	1	-3	-2	-1	5	-0.6	i	-3
O=C(c1cc([N+](=O)[O-])ccc1N1CCOCC1)N1CCN(c2ccc([N+](=O)[O-])cc2)CC1	7	-0.3	7	-3	-31	6	-1	1.3	i	-77
O=[N+]([O-])c1ccc(N2CCN(Cc3ccncc3)CC2)cc1	2	2.7	23	-10	-28	-10	1	0.7	i	-9
O=C(CCCCCN1C(=O)CCC1=O)Nc1ncn[nH]1	3	-0.8	-2	-1	3	6	-1	-0.5	i	-5
CCOC(=O)C1CCCN(C(=O)/C(=C/c2ccco2)NC(=O)c2ccccc2)C1 (stereo not drawn)	7	0.0	2	5	-5	4	1	-0.3	i	-14
COc1ccc(/C=C/C(=O)N[C@@H](C)C(=O)O)cc1	3	-0.1	-8	-3	12	0	0	0.5	i	3
Nc1ccc(-n2c(N)c(C(=O)NCc3ccc4c(c3)OCO4)c3nc4ccccc4nc32)cc1	16	-1.5	0	0	3	-20	-6	2.6	i	-10
Cc1cccn2c(=O)c(C=Nc3ccccc3)c(NCCO)nc12	1	-0.4	-11	7	-12	0	2	-1.3	i	-4
Cn1c(SCC(=O)N2CCN(S(=O)(=O)c3ccccc3)CC2)nc2ccccc21	4	-0.8	2	7	-1	4	2	0.2	i	4
CCOC(=O)C(CC)n1cnc2c(cnn2-c2ccc(Cl)cc2)c1=O (stereo not drawn)	-1	-0.1	-8	5	0	-2	-1	-1.0	i	-2
O=C(c1cn(CC(=O)N2CCCC2)c2ccccc12)C1CCCCC1	-1	-0.5	-3	-7	-1	1	5	-1.6	i	6
Oc1c(Cl)cc(Cl)cc1C=Nc1ccc(Br)cc1	4	-0.4	-13	2	11	0	3	-0.5	i	21
CC12CCC(C(=O)NCCN3CCCCC3)(CC1=O)C2(C)C (stereo not drawn)	0	-0.2	-4	-1	1	1	-1	-1.2	i	1
COCCCn1c(SCC(=O)NC2CCCC2)nnc1-c1cccs1	2	0.1	-1	3	3	2	0	-1.4	i	9
CCOC(=O)N1CCN(CC(=O)Nc2ccc([N+](=O)[O-])cc2C(=O)Nc2ccccc2F)CC1	2	-0.2	7	1	-16	0	2	-0.1	i	1
COc1ccccc1N1CCN(C(=O)CN(c2cc(C)cc(C)c2)S(C)(=O)=O)CC1	2	0.0	-7	5	0	-1	3	-1.3	i	-9
COc1ccc(-n2c(Cc3cccn3C)nnc2SCC(=O)Nc2ccccc2C)cc1	5	-0.2	-1	4	12	-1	-1	-1.3	i	5
Cc1ccc(C(=O)N2CCc3ccccc32)cc1C	-2	-2.9	-4	2	5	0	0	0.2	i	2
COc1ccc2[nH]c3c(NCCN4CCCCC4)ncnc3c2c1	-8	0.3	.	-1	7	1	6	2.6	i	3
Brc1nc(-c2ccccc2)nc(-c2ccccc2)c1Br	-4	-0.2	-15	7	-152	7	0	-0.9	i	-1
COc1ccc(C(CNC(=O)c2ccc(N3CCCC3=O)cc2)N2CCCC2)cc1 (stereo not drawn)	-11	-0.3	-5	4	0	-1	-2	0.9	i	3
CC(=O)c1ccc(S(=O)(=O)Nc2ccc(S(=O)(=O)N3CCCCC3)cc2)cc1	4	-0.5	1	2	8	-4	-8	0.1	i	7
O=C(Nc1ccccn1)c1ccc(C(=O)c2ccccc2)cc1	3	-0.2	-3	4	-3	3	2	-0.6	i	12
Cc1ccc(OCCn2ncc3ccccc3c2=O)c(C)c1	-9	-0.1	-13	-4	2	51*	-1	0.4	i	2
CC(C)OCCCNc1nc2c([nH]1)c(=O)n(C)c(=O)n2C	-8	0.2	-4	-6	-2	-2	1	0.3	i	-9
Cc1cc(CN2CCCCC2C(=O)Nc2ccc(Oc3cccnc3)cc2)oc1C (stereo not drawn)	1	-0.1	-5	3	-4	0	0	1.2	i	-19
CCN(c1ccccc1)S(=O)(=O)c1cccc(C(=O)NCC(c2ccc(OC)cc2)N2CCCCC2)c1 (stereo not drawn)	0	-0.2	.	0	-38	-14	-5	-6.9	i	13
Cc1noc(C)c1-c1ccc(C(=O)Nc2cccc(NS(C)(=O)=O)c2)c2occc12	3	1.2	.	0	11	-8	3	0.3	i	3
Cc1ccc(-c2nc3ccccc3[nH]c2=O)cc1	-1	0.1	2	4	-29	3	-1	2.7	i	-1
COc1ccccc1C(C)NCC(=O)NCc1ccc(C)cc1 (stereo not drawn)	-8	-0.3	-15	-1	-4	2	-2	0.1	i	-2
O=C(OCc1nc(-c2ccccc2)oc1COC(=O)c1ccco1)c1ccco1	-1	0.1	-12	7	3	-6	0	1.8	i	-13
CC(=O)c1cc2c(C)cc(=O)oc2cc1O	-4	-1.1	-4	1	-5	6	1	-1.0	i	17
CC(CN1CCN(Cc2ccccc2)CC1)OC(=O)c1ccco1 (stereo not drawn)	-7	-0.1	-8	-2	9	21	-4	-2.4	i	-3
N#Cc1c(NCCO)ccc([N+](=O)[O-])c1NCCO	3	0.0	-2	3	-29	0	-3	-0.8	i	12
COc1ccc(C(=O)CSc2ccc(-c3ccco3)nn2)cc1	4	-0.3	1	3	-7	3	2	3.3	i	18
CCCc1c(O)nc(SCC(=O)N2CCCCC2)[nH]c1=O	-5	0.4	-5	0	2	-1	1	0.0	i	12
Cc1ccc(C)c(S(=O)(=O)N2CCN(C(=O)c3n[nH]c(=O)c4ccccc34)CC2)c1	3	0.0	-5	-2	8	0	-3	0.2	i	-4
CC1(C)CC(=O)C(C=NCCN2CCN(C(=O)CCl)CC2)=C(O)C1	1	2.8	-4	0	-29	-5	-1	-5.6	i	4
